DNMT1 inh – blocks human DNA methyltransferase DNMT1; DNMT1 molecular beacon, Hinp1I cleavage, fluorescence; inhibition (reported as % activation of signal), % at 10 µM; 360,000 tested, 0.83% active; P26358; in the data active means inhibition above about 50%
Neddylation inh – cullin neddylation inhibition. calls only at 25 µM. 360,000 tested, 0.58% active. P61081+Q13564. AID 651699. TR-FRET cullin neddylation, biochemical; in the data active means inhibition above about 36%
Target sequence (P61081 whole entry, looked up): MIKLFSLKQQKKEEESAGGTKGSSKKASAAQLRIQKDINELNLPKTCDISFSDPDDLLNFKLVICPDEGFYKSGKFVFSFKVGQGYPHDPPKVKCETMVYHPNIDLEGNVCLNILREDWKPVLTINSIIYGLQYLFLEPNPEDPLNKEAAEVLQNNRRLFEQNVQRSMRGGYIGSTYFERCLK
Target sequence (Q13564 whole entry, looked up): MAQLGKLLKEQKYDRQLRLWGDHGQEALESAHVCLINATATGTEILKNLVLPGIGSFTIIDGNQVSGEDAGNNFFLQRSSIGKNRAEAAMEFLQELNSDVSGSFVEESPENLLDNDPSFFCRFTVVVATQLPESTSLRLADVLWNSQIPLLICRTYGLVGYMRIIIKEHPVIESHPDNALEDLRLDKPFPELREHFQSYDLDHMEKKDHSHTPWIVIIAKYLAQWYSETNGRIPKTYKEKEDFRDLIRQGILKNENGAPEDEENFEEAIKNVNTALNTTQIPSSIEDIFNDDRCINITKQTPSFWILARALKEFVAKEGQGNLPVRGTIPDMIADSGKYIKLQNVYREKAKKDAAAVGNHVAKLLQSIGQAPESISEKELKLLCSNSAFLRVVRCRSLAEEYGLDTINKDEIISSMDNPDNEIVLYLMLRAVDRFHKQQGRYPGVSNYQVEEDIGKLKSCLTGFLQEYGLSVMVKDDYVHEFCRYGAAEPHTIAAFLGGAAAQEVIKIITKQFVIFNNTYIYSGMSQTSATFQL
Scp-1 inhibitor – inhibitors of human Scp-1 phosphatase; Q9GZU7; Recombinant Scp1, phosphopeptide, malachite green phosphate absorbance; inhibition, % at 20 µM; 340,000 tested, 0.88% active;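 active means inhibition above about 50% at 20 µM, limit read from the data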;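 further: plate controls were DMSO wells with enzyme for no effect and wells lacking enzyme for full effect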
Target sequence (Q9GZU7 76-261 limits assumed): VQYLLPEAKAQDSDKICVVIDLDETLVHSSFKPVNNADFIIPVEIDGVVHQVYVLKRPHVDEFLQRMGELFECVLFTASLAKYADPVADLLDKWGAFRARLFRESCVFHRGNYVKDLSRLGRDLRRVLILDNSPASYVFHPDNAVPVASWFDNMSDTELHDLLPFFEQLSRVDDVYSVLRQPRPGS
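System: SCP-1 catalytic domain; Reagent: Phospho 17-mer peptide substrate; Doses: one concentration, 20 µM, with 1.0% DMSO; Incubation: 45 min room-temperature reaction, 5 min colour, 30 min stabiliser; Signal: Phosphate-binding colour reagent, absorbance read at 630 nm.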
SKN-1 block – blocks SKN-1 activity in C. elegans. 360,000 tested, 0.49% active. inhibition, % at 21.8 µM. C. elegans VP596 Pgst-4::GFP/RFP ratio, acrylamide-induced, 24 h;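 active means interference check ratio from 0.5 to 1.5 plus GFP to RFP signal ratio inhibition reaching or exceeding a fixed threshold, cut at about 30% in these data, passing the limit was not always enough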; further: some compounds called inactive have numbers as strong as hits
NRP1-CendR mod – NRP-1/CendR interaction modulation | O14786 | FAM-RPARPAR peptide binding to NRP-1, fluorescence polarization | inhibition, % at 25 µM | 360,000 tested, 0.85% active;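 active means inhibition or corrected inhibition above about 18%, plus a signal ratio from 0.5 to 1.5, limit read from the data, passing the limit was not always enough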; further: strong numbers were not always called active
Tb MetRS inh – Trypanosoma brucei MetRS inhibition; inhibition, % at 11.9 µM; purified T. brucei MetRS, ATP depletion, Kinase-Glo luminescence; 360,000 tested, 0.4% active;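 active means inhibition above a per-plate cutoff of the control wells' mean inhibition plus 3 SD, cut at about 5.5% in these data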;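 further: 0% = DMSO wells median and 100% = median of wells with control inhibitor compound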
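Dosing: 11.9 µM compound single dose, 0.9% DMSO; Assay system: purified T. brucei MetRS enzyme; Measured by: Kinase-Glo luciferase luminescence reporting remaining unconsumed ATP; Schedule: 15 min plus 2 h at 25 °C.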
NadD inh – NadD (S. aureus) enzyme inhibition; purified NadD enzyme, colorimetric absorbance read-out; AID 602399; inhibition, % at 20 µM; 360,000 tested, 0.78% active; in the data active means inhibition above about 26%; further: some compounds past the cut are filed as inactive
SUMO1-SIM PPI – alters human SUMO1 binding to SIM partners. P63165. 360,000 tested, 0.33% active. inhibition, % at 20 µM. AID 602429. SUMO1 binding to a labelled peptide, TR-FRET, 1 h; in the data active means inhibition above about 37%
LMPTP inh – blocks human LMPTP phosphatase. P24666. recombinant LMPTP-A, OMFP fluorogenic substrate, fluorescence intensity. inhibition, % at 20 µM. 360,000 tested, 0.22% active. AID 651560;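 active means compounds that cut the enzyme signal by at least half of the control window in the single-dose screen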;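 further: plate controls were DMSO wells with enzyme plus substrate for no effect and substrate without enzyme for full effect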
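Test system – LMPTP-A enzyme · Amount – LMPTP-A at 0.625 nM final in the reaction · Buffer or medium – Bis-Tris pH 6.0, DTT, detergent · Reagent – OMFP 400 µM · Doses – single 20 µM dose · Schedule – reaction 50 min, room temperature, dark · Detection – fluorescence intensity of OMFP turnover product · Evaluation – percent inhibition versus substrate-only and uninhibited controls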
STEP block – blocks human striatal-enriched tyrosine phosphatase; P54829; recombinant STEP, OMFP fluorogenic substrate, fluorescence; inhibition, % at 20 µM; 360,000 tested, 0.25% active; AID 588621;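 active means inhibition at 20 µM, scaled per plate between control wells, above about 37%, limit read from the data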;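 further: 0% = DMSO with enzyme and substrate and 100% = substrate only without enzyme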
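Measure: Control-normalized % inhibition with plate pattern correction | Test system: STEP phosphatase, cell-free reaction | Medium: pH 6.0 Bis-Tris with DTT and Tween 20 | Technique: Fluorescence, 480/540 nm | Times: Reaction 20 min, ambient temperature | Doses: Single compound dose of 20 µM, 1% DMSO final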
* marks the source's active call; other numbers are inactive results; i = inactive; nt = not tested or not shown.

Values run as follows: DNMT1 inh, Neddylation inh, Scp-1 inhibitor, SKN-1 block, NRP1-CendR mod, Tb MetRS inh, NadD inh, SUMO1-SIM PPI, LMPTP inh, STEP block
1) CCN(CC)CC(=O)Nn1c(C)nc2c(ncn2-c2ccccc2)c1=O
 : 1, i, -16, 5, -11, -0.4, -4, 3, -3.1, -2
2) CN1CCN(c2nc3c(c(=O)n(C)c(=O)n3C)n2CCSc2nc3ccccc3s2)CC1
 : -1, i, 2, -3, -1, 0.3, -1, 4, -0.4, 0
3) COc1cc(-c2nnc3sc(-c4cccs4)nn23)cc(OC)c1OC
 : -3, i, 1, 8, 11, -0.6, -11, 14, 0.7, 2
4) CCn1c(Oc2ccc(F)cc2)nc2c1c(=O)n(C)c(=O)n2C
 : -3, i, -7, -3, -15, -0.4, -7, 8, -0.5, -4
5) O=C(CN(Cc1cccs1)S(=O)(=O)c1ccc(S(=O)(=O)NC2CCCCC2)cc1)Nc1ccccc1
 : -16, i, -14, 13, -1, -0.4, 5, -2, 4.2, -1
6) O=C(Nc1ccccc1F)c1coc(=O)c(Br)c1
 : 10, nt, 6, -4, -4, -0.9, -10, -11, -1.3, 2
7) O=C(NC(NC(=O)c1ccccc1)c1ccccc1)c1ccccc1
 : 4, i, 8, -3, 1, -1.1, 1, -2, -0.9, 0
8) CCOC(=O)c1oc2ccccc2c1COC(=O)CNC(=O)c1cccc(C)c1
 : 2, i, -2, -6, -1, 0.2, -1, -2, -0.6, -2
9) CC(=O)NC1(NC(C)=O)CCN(C)C(c2ccccc2)C1C (stereo unspecified)
 : -1, i, -7, 24, -5, -0.7, 4, 1, 1.5, 6
10) CCOc1cc(N2CCOCC2)c(OCC)cc1NC(=O)CSc1nnc(N)s1
 : 1, i, 5, -2, 2, -0.4, 1, 2, -1.1, -1
11) C=CCSc1nnc(NC(=O)C23CC4CC(CC(NC(C)=O)(C4)C2)C3)s1
 : -1, i, -2, 13, 5, 0.9, 0, 4, -1.2, -1
12) COc1ccc(C(=O)Nc2ccc(C)c(S(=O)(=O)N3CCOCC3)c2)cc1S(=O)(=O)N1CCCC1
 : 0, i, -9, -16, -15, -0.3, 0, 1, -1.5, 2
13) COc1cc(/C=N/NS(=O)(=O)c2ccccc2)ccc1OS(=O)(=O)c1ccc(C)cc1
 : -1, i, -6, -1, -6, 0.7, -3, -3, 0.3, 2
14) COc1ccc(C2CC(c3ccc([N+](=O)[O-])cc3)=NN2C(C)=O)cc1 (stereo unspecified)
 : -3, i, 0, 10, 4, -0.7, -1, -23, 0.9, 1
15) O=C(NCc1ccccc1)C(Cc1ccccc1)NS(=O)(=O)c1cccc2nsnc12 (stereo unspecified)
 : 1, i, -3, 15, -2, 0.1, -1, -28, -0.5, -4
16) CCN(CC)S(=O)(=O)c1ccc2c(c1)c(=O)c(C(=O)N1CCc3ccccc3C1)cn2C
 : 0, i, -5, 11, -2, 0.0, 3, 9, -0.5, 0
17) COc1cccc(CN2CCNC(=O)C2CC(=O)NCCN2CCOCC2)c1OC (stereo unspecified)
 : -1, i, -6, 15, 9, -0.2, -1, 4, -1.9, 1
18) Cc1cc(NC(=O)c2cccc(S(=O)(=O)N3CCCCCC3)c2)no1
 : 0, i, -4, 1, 2, -0.8, -7, 2, -2.0, 0
19) CC(=O)c1c(C)[nH]c(C(=O)N2CCc3ccccc3C2)c1C
 : 1, i, -4, -19, 6, -0.7, -2, -6, -0.7, -8
20) O=C(Nc1ccc2c(c1)oc1ccccc12)c1ccc2c(c1)OCO2
 : 7, i, 3, -3, -15, 0.1, 4, 0, -0.1, -3
21) CCSc1ccccc1C(=O)NCc1ccco1
 : 5, i, -9, -12, -9, -0.4, -1, 0, -1.6, -3
22) Cc1c(Cl)c(C(=O)N2CCCc3ccccc32)nn1C
 : -1, i, -6, -3, -3, 0.5, -1, 4, -0.7, -1
23) CN(CC(=O)Nc1ccc(N2CCOCC2)cc1)C(=O)CCc1cc(C(C)(C)C)c(O)c(C(C)(C)C)c1
 : 11, i, -6, -10, 18, -0.6, 3, 1, 5.4, 2
24) COc1cc(/C=N/NC(=O)C(=O)NCC2CCCO2)ccc1OCC(=O)N1CCOCC1 (stereo unspecified)
 : 1, i, -9, -1, -1, -0.2, 0, -5, 1.4, 0
25) COc1ccc(N(CC(=O)NCc2ccc3c(c2)OCO3)C(=O)c2csnn2)cc1
 : 0, i, 0, -2, 11, -0.8, -3, -2, -0.6, -1
26) OC(c1ccccc1)c1ncc(-c2ccccc2Cl)[nH]1 (stereo unspecified)
 : -2, i, nt, 10, -10, -0.2, -8, 2, 0.2, -3
27) Cc1ccc(OC(=O)c2sc(Cl)nc2C)cc1C
 : 25, i, -8, 15, 20, 0.5, -6, -2, 0.1, -2
28) COc1ccccc1C(=O)Oc1ccc(C(C)C)cc1
 : 1, i, -11, -4, 0, -0.7, -6, 3, 2.3, -12
29) CCc1nc2c(OCc3ccc(F)c(F)c3)cccn2c1N(C)C(=O)c1ccc(OC)cc1
 : -5, i, nt, 22, 8, -0.1, 1, 0, 1.4, 1
30) CN(Cc1cccc([N+](=O)[O-])c1)Cc1cccc2ccccc12
 : 13, i, 8, -1, 0, -1.0, -2, -11, 0.7, 1
31) CCOC(=O)C1=C(Nc2cccc(Cl)c2)OCC1=O
 : 1, i, -10, -9, 14, -1.9, -3, 2, -1.9, 3
32) CCCc1[nH]nc2c1C(Cc1ccccc1)C(C#N)=C(N)O2 (stereo unspecified)
 : -8, i, -2, -2, -10, -0.1, 0, 0, -1.0, 2
33) Cn1cccc1C(C#N)(CC#N)c1cccc(F)c1C#N (stereo unspecified)
 : 1, i, -7, 2, 5, -0.3, -9, 2, -1.0, -2
34) COC(=O)CNC(=O)Cc1c(C)n(C(=O)c2ccc(Cl)cc2)c2ccc(OC)cc12
 : 0, i, -4, -15, -10, 0.3, -3, 3, 0.8, -2
35) CCNC(=S)Nc1ccc(Cl)c([N+](=O)[O-])c1
 : 0, i, 6, -8, 5, 3.5, 1, -21, -0.4, -1
36) CC(=O)c1c(C)[nH]c(C(=O)OCC(=O)NCCc2ccc(F)cc2)c1C
 : -2, i, 0, -3, -7, 1.3, -2, 6, -0.6, 1
37) CC(C)[C@H](NC(=O)N1CC(=O)Nc2ccccc21)C(=O)N[C@@H](Cc1c[nH]c2ccccc12)C(=O)O
 : 1, i, 10, 5, 8, -1.2, -3, 8, -2.0, 3
38) Cc1c(OCC(=O)NC(Cc2ccc(Cl)cc2)C(=O)O)ccc2c1oc(=O)c1ccccc12 (stereo unspecified)
 : -1, nt, -1, 11, -53, 0.4, 11, 23, 1.0, 0
39) CCOc1ncccc1C(=O)Nc1ccc(F)cc1
 : 1, i, -11, 23, 12, 0.4, 5, -5, 0.8, 0
40) CC1(C)CC(=O)C2=C(C1)OC(N)=C(C#N)C2CCc1ccccc1 (stereo unspecified)
 : -2, i, -6, -10, -6, -0.9, 0, -1, -1.0, -1
41) COc1ccc(CCNC(=O)NC2CCCCC2)cc1OC
 : 6, i, 2, -11, 1, -1.9, 2, 5, -2.9, -6
42) CCCNC(=O)c1ccc(N2CCC3(CC2)CC(c2cccc(Br)c2)=NO3)c(N)c1
 : -16, i, 0, 4, 1, -0.1, 4, 8, 1.3, -1
43) COc1ccc(-c2noc(CCC(=O)N3CCN(c4ccc(C(F)(F)F)cc4)CC3)n2)cc1
 : 11, i, 8, -15, 2, -0.1, 3, 0, -4.3, -5
44) COc1ccc(CC2(CO)CCN(Cc3cnn(-c4ccccc4OC)c3)CC2)cc1
 : -4, i, -13, 2, -12, -0.3, -8, 8, -0.8, 0
45) Cc1coc2cc3oc(=O)c(CCC(=O)NCc4ccccn4)c(C)c3cc12
 : 0, nt, 7, 1, 3, -1.7, 3, 6, -1.4, -5
46) CCn1cc(CCCC(=O)NCc2cccc(OC)c2)c2ccccc21
 : 0, i, -19, 2, -1, -0.5, -8, -1, 0.2, 6
47) O=C(NC1CCN(c2ncccn2)CC1)c1c(F)cccc1F
 : 2, i, -9, 2, 0, -0.6, -7, 2, -1.1, -2
48) C=CCOc1nc(N2CCCC2)nc(N2CCCC2)n1
 : 2, i, -2, 26, -2, -0.8, -1, 0, 0.8, -1
49) O=C(Cc1ccccc1)N1CCN(S(=O)(=O)c2ccc([N+](=O)[O-])cc2)CC1
 : -4, i, 1, 2, 11, -0.1, -4, -27, -0.8, -1
50) COc1cccc(C(=O)CSc2nnc(-c3cccs3)o2)c1
 : 1, i, -13, -7, -11, -0.3, -3, -8, 1.6, 0
51) CN1/C(=C\C(=O)c2oc3ccccc3c2N)C(C)(C)c2ccccc21
 : -5, i, -9, 1, 4, -1.5, -4, -1, 0.1, -2
52) O=C(CNC(=O)c1ccco1)NCC(=O)OCc1ccc(Cl)cc1Cl
 : 66*, i, -7, 13, -2, 0.7, -4, 6, -0.9, 0
53) Cc1ccc2[nH]c(O)c(N=Nc3nc4ccccc4s3)c2c1
 : 2, i, 29, 7, -12, -0.5, 11, -17, 11, 3
54) COc1ccccc1-c1sc2ccccc2c1-c1ccc2c(c1)OCCO2
 : -10, i, -24, 15, 15, -0.2, -4, -3, 2.9, 1

Three structures out of the list, ordered by molecular weight, low to high.
Values run as follows: DNMT1 inh, Neddylation inh, Scp-1 inhibitor, SKN-1 block, NRP1-CendR mod, Tb MetRS inh, NadD inh, SUMO1-SIM PPI, LMPTP inh, STEP block
47) O=C(NC1CCN(c2ncccn2)CC1)c1c(F)cccc1F
 : 2, i, -9, 2, 0, -0.6, -7, 2, -1.1, -2
49) O=C(Cc1ccccc1)N1CCN(S(=O)(=O)c2ccc([N+](=O)[O-])cc2)CC1
 : -4, i, 1, 2, 11, -0.1, -4, -27, -0.8, -1
44) COc1ccc(CC2(CO)CCN(Cc3cnn(-c4ccccc4OC)c3)CC2)cc1
 : -4, i, -13, 2, -12, -0.3, -8, 8, -0.8, 0

Screens from PubChem.
